PolyA inh: polyadenylation inhibitors in yeast reporter cells, primary screen, luminescence, S. cerevisiae; S. cerevisiae SKY197-pL101 polyadenylation reporter, beta-gal luminescence; efflux-impaired pdr1/pdr3 knockout yeast; score 100 = 6 SD above DMSO; calls only at 12 µM; 300,000 tested, 0.02% active;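 active = lowest replicate activity score at least 50, where 100 means six control SD above control mean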;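 note: yeast exposed to compound for 9 h at 30 °C; higher score means more reporter readthrough which indicates perturbed polyadenylation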
KCNK3 block: human KCNK3 channel inhibitors, primary screen, CHO cells, FluxOR thallium flux, B-score; B-score at 10 µM; 340,000 tested, 0.84% active; Potassium channel subfamily K member 3 (Homo sapiens), O14649; FluxOR fluorescence; hits give low values; AID 602410, 2012;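 active = B-score under library mean minus 4 SD, starting fluorescence ratio at most library mean plus 5 SD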;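 note: more negative B-score means stronger inhibition of thallium flux through KCNK3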
KCNK9 inh: KCNK9 potassium channel inhibitors, primary screen, HEK293 cells, thallium flux. 310,000 tested, 1.2% active. FluxOR thallium flux fluorescence; hits give low values. Potassium channel subfamily K member 9 (Homo sapiens), Q9NPC2. AID 488922, 2010. B-score at 10 µM;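 active = ratio B-score over 3 SD below the library mean, with starting fluorescence within 5 SD of its mean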;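 note: negative B-score means less thallium flux so channel inhibition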
RGS4 pot: RGS4 potentiators or activators, primary screen, cell-based, HEK293 M3R inducible RGS4, calcium flux | carbachol calcium flux Fluo4; hits give low values | AID 463111, 2010 | 310,000 tested, 0.92% active | B-score at 10 µM;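 active = B-score of the integrated calcium signal more than 4 SD below the library mean, with starting fluorescence not abnormally high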;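 note: negative B-score means reduced calcium response which marks RGS4 activation or potentiation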
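Assay system: Inducible-RGS4 HEK293 cells carrying M3 receptor | Schedule: Compound preincubation 20 min at room temperature before agonist | Signal: Kinetic calcium fluorescence imaging with Fluo4-AM dye, 2 µM | Read-out basis: B score from integrated fluorescence ratio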
GSK3A inh: blockers of GSK3A enzyme activity – biochemical, luminescence, cell-free homogeneous, HTS, primary screen. Glycogen synthase kinase-3 alpha (Homo sapiens), P49840. GSK-3 alpha kinase, ADP-Glo luminescence, 60 min. inhibition, % at 10 µM. 320,000 tested, 0.1% active;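 in the data active = inhibition above about 50%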;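 note: GST-tagged GSK-3 alpha with peptide substrate and 25 µM ATP; 0% = DMSO neutral wells and 100% = GW8510 positive control wells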
RGS4 block: RGS4 inhibitors, primary screen, cell-based, HEK293 M3R inducible RGS4, calcium flux; AID 463165, 2010; 310,000 tested, 0.45% active; Regulator of G-protein signaling 4 (Homo sapiens), P49798; B-score at 10 µM; Fluo-4 calcium flux; hits give high values; triggered by carbachol at its EC20;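 active = B-score, a plate-corrected calcium signal, over three deviations above library mean, with baseline fluorescence within five deviations of library mean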;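 note: RGS4 expression induced by doxycycline in cells with stable M3 receptor; B-score is computed from the integrated fluorescence ratio over baseline after carbachol; higher B-score means a larger calcium signal and so more RGS4 inhibition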
KCNQ1 inh: inhibitors of human KCNQ1 channel, primary screen, cell-based, thallium flux, high-throughput | CHO-K1 KCNQ1, FluxOR thallium flux fluorescence; hits give high values | B-score at 10 µM | 310,000 tested, 1.3% active | AID 2642, 2010;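 active = compounds whose thallium flux B-score, printed positive for inhibition, exceeds three library SD while starting fluorescence stays within three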;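 note: channel opened by potassium depolarization with thallium stimulus after 20 min compound exposure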
Target sequence (P51787 whole entry, looked up): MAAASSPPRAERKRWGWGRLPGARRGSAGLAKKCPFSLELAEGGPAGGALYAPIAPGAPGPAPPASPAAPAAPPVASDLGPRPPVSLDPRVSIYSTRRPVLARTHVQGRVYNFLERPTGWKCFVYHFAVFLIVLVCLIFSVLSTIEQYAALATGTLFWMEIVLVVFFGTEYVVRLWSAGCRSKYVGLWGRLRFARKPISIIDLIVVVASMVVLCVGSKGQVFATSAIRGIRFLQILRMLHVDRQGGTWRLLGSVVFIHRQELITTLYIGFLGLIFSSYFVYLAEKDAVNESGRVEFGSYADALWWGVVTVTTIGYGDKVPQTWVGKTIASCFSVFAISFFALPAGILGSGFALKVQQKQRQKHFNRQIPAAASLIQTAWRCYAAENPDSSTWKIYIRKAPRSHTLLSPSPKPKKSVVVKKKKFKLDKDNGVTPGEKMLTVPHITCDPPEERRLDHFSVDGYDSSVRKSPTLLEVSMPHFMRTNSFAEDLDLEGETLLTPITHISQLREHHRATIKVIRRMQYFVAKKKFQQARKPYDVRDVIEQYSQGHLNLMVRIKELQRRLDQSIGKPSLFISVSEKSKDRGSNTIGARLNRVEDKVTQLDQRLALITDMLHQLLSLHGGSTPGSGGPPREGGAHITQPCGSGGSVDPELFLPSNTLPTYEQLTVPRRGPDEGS
Dyrk1A ADPGlo: rat Dyrk1A kinase inhibitors, primary screen, biochemical, single point, plate reader | Dual specificity tyrosine-phosphorylation-regulated kinase 1A (Rattus norvegicus), Q63470 | ADP-Glo luminescence, NFATc1 peptide | inhibition, % at 12.5 µM | 310,000 tested, 0.43% active | AID 504441, 2011; in the data active = inhibition above about 50%;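 note: plate controls were vehicle with enzyme for no effect and no enzyme for full effect; many of its hits are not listed in these tables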
hERG rescue: hERG rescue from dofetilide block, primary screen, cell-based, CHO-hERG, FluxOR thallium flux, dofetilide IC70. Voltage-gated inwardly rectifying potassium channel KCNH2 (Homo sapiens), Q12809. dofetilide IC70 present. activation (rescue from dofetilide block), less the hit threshold, % at 10 µM. 310,000 tested, 0.51% active;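 active = activation above the mean of controls blocked by dofetilide plus 5 SD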;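 note: thallium influx through hERG after potassium depolarization seen as dye fluorescence rise; in these data hits start at about 4.7%; inactives centre near -7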
KCNQ1 pot: potentiators or activators of KCNQ1 channel, primary screen, cell-based, thallium flux, high-throughput. Potassium voltage-gated channel subfamily KQT member 1 (Homo sapiens), P51787. CHO-K1 KCNQ1, thallium flux FluxOR fluorescence; hits give high values. B-score at 10 µM. 310,000 tested, 0.35% active. AID 2648, 2010;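 active = fluorescence ratio B-score, a plate-corrected score, at least three library SD, with initial intensity B-score within 5 SD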
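Material: CHO-K1 cells stably expressing KCNQ1. Medium: assay buffer for compound exposure, DMSO matched across wells. Reagent: K+/Tl+ depolarizing stimulus. Compound dosing: single-concentration screen. Times: 37 °C overnight plating, 90-min dark dye load, 20-min compound pretreatment. Technique: FluxOR Tl+ flux fluorescence.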
GSK3B inh: human GSK3beta kinase inhibitors, primary screen, biochemical, cell-free homogeneous, HTS | Glycogen synthase kinase-3 beta (Homo sapiens), P49841 | GST-GSK3beta kinase, ADP-Glo luminescence, 60 min; hits give low values | activity score (negative = inhibition), % at 10 µM | 300,000 tested, 0.038% active | AID 2097, 2009;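 active = more than half of replicate wells score below -50%, meaning over 50% inhibition versus plate controls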;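 note: 0% = median DMSO wells and -100% = median GW8510 positive control wells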
Target sequence (P49841 whole entry, looked up): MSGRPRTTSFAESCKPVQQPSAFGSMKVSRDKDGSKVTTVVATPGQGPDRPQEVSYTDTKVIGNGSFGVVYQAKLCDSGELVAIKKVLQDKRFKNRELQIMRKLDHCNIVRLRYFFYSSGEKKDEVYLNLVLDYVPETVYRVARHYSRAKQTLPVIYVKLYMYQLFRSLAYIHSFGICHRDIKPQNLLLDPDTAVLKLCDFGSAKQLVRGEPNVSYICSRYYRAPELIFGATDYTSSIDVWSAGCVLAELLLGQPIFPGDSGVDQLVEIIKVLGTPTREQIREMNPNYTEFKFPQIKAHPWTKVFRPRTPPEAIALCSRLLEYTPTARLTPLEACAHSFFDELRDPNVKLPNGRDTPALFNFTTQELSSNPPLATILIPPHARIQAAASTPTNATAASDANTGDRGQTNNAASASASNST
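Test system: GST-tagged human GSK3beta kinase, cell-free; evaluation: activity score scaled between in-plate DMSO and GW8510 controls; measured by: ADP-Glo luminescence; incubation: 60 min reaction, RT; benchmarks: DMSO and 20 µM GW8510; reagent: peptide substrate plus 25 µM ATP (final); medium: Tris/MgCl2 kinase buffer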
The depositor's hits bear a star; i = inactive; . = not tested or not shown. A portion of the library. The share of hits here may be higher or lower than overall.

SMILES	PolyA inh	KCNK3 block	KCNK9 inh	RGS4 pot	GSK3A inh	RGS4 block	KCNQ1 inh	Dyrk1A ADPGlo	hERG rescue	KCNQ1 pot	GSK3B inh
Cc1nn(-c2ccccc2)c(C)c1CCC(=O)O	i	i	i	i	-0.2	i	i	-0.5	-10.3	i	3.3
CC(C)Oc1ccc(Cc2c(O)nc(NCCCN(C)C)[nH]c2=O)cc1	i	i	i	i	0.6	i	i	-2.4	-5.0	i	0.3
O=C(OCc1ccc(Br)cc1)c1cnc(Cl)c(Cl)c1	i	i	i	i	-0.5	i	i	-5.9	-10.4	i	-3.7
c1ccc(Cc2nnc(-c3ccccc3)o2)cc1	.	i	i	i	-2.1	i	i	-9.2	-5.0	i	-2.0
O=C(Nc1ccccc1)c1ccc(-c2ccc(F)cc2)s1	i	i	i	i	1.6	i	i	-0.8	-7.4	i	0.8
CCCCCCCC(=O)Nc1ccc(S(=O)(=O)Nc2nccs2)cc1	i	i	i	i	-1.9	i	i	-3.8	-2.6	i	-0.2
Cn1c(SCC(=O)NCc2cccs2)nnc1-c1ccc(O)cc1	i	i	i	i	0.6	i	i	-0.5	-13.5	i	-0.5
CCOC(=O)c1ccc(NC(=O)CCc2nc(-c3ccccc3Cl)no2)cc1	i	i	i	i	-0.8	i	i	-2.6	-12.7	i	1.5
COc1cc(/C=N/NC(=O)c2cccc([N+](=O)[O-])c2)ccc1OC(=O)c1ccco1	i	i	i	i	6.1	i	i	-2.2	0.2	i	-3.1
Cc1cccc(C(=O)N2CCN(c3ccc(C(F)(F)F)cn3)CC2)c1C	i	i	i	i	-3.9	i	i	7.0	-9.1	i	-0.8
CN(Cc1ccccc1)C(=O)N1CCOCC1	i	i	i	i	-3.3	i	i	11.7	-10.4	i	0.1
CC(=O)Nc1sc(NC(=O)c2ccccc2)nc1-c1cccs1	i	i	i	i	-1.2	i	i	0.9	5.5*	i	-0.4
COc1ccc(N2CC(=O)N(c3ccccc3)C2=S)cc1	i	i	i	i	1.0	i	i	-2.6	-8.9	i	2.8
COc1ccc(C(=O)Nc2ccc(/C(C)=N/NC(=O)c3ccncc3)cc2)cc1	i	i	i	i	0.0	i	i	1.5	-14.5	i	1.3
CCCCC(=O)NC1(C(F)(F)F)NC(=O)N(C)C1=O (stereo not drawn)	i	i	i	i	-1.0	i	i	7.4	-2.2	i	-1.9
COc1cccc(C2=CC(=O)CCC2)c1OC	i	i	i	i	-2.6	i	i	8.9	-8.9	i	-0.2
O=C(CCNc1cc(Cl)cc(Cl)c1)c1cccs1	i	i	-8.73*	i	-4.7	i	i	26.5	-16.6	i	-3.2
O=[N+]([O-])c1ccc(C(O)CNC(=S)Nc2ccccc2)cc1 (stereo not drawn)	i	i	i	i	-3.7	i	i	3.2	-2.5	i	-2.2
Cc1ccc(NC(=O)CCSCCC(=O)Nc2ccc(C)c(C)c2)cc1C	i	i	i	i	-2.6	i	i	-9.1	-5.7	i	2.2
Cc1sc2nc(C)n(/N=C/c3ccccc3O)c(=O)c2c1C	i	i	i	i	-9.4	i	i	-0.5	-9.0	i	-6.8
COc1ccc(N2CCCC2)c(NC(=O)COc2ccccc2Cl)c1	i	i	i	i	5.2	i	i	-4.1	-7.8	i	-0.2
CN(C)CC(O)COC(c1ccccc1)c1ccccc1 (stereo not drawn)	i	i	i	i	1.6	i	i	-1.1	-1.4	i	-0.1
CC1CCC(C(=O)NC(C(=O)NCCc2ccc(S(N)(=O)=O)cc2)C(C)C)CC1 (stereo not drawn)	i	i	i	i	2.2	i	i	7.8	-10.5	i	0.7
Cc1cc(=O)[nH]c(SCc2nc3ccc([N+](=O)[O-])cc3[nH]2)n1	i	i	i	i	1.4	i	i	13.8	-6.1	i	0.2
COc1cc(C)c(S(=O)(=O)NCc2cccnc2)cc1C	i	i	i	i	0.1	i	i	-2.3	-4.8	i	2.6
COc1ccc(C(C)=O)cc1CSc1nncn1-c1ccccc1	i	i	i	i	2.7	i	i	-4.4	-8.3	i	-1.5
C=CCSc1nc2sc3c(c2c(=O)n1CC)CCc1ccccc1-3	.	i	i	i	-2.1	i	i	-3.5	0.2	i	4.1
CCC1=NN2C(=N)/C(=C/c3ccc(OS(=O)(=O)c4ccc(C)cc4)c(OC)c3)C(=O)N=C2S1	i	i	i	i	-1.8	i	i	5.2	-3.9	i	7.3
Nc1cccc(S(=O)(=O)Nc2ccc(SC(F)F)cc2)c1	i	i	i	i	0.1	i	i	17.9	-8.9	i	0.7
CC(=O)c1cccc(N(CC(=O)Nc2cccnc2)S(C)(=O)=O)c1	i	i	i	i	1.1	i	i	-1.6	1.0	i	3.0
CC(C)COc1ccc(C(=O)Nc2ccc(NC(=O)c3ccco3)c(Cl)c2)cc1	i	i	i	i	-4.0	i	i	2.3	-8.3	i	3.5
Cc1ccc(Cn2ccc(O)c(Cc3ccccc3)c2=O)cc1	i	i	i	i	-1.5	i	i	2.0	-7.5	i	0.7
N#CC1=C(Nc2ccccc2)SC=C(c2ccc(Br)cc2)N=C1N1CCOCC1	i	i	i	i	1.1	i	i	0.3	-4.2	i	4.0
O=C(COC(=O)c1cc(-c2ccccc2)nc2ccccc12)Nc1ccc2c(c1)OCO2	i	i	i	i	-4.7	i	i	-83.6	-5.6	i	0.4
O=C(Oc1ccccc1-c1nnco1)c1ccccc1	i	i	i	i	0.3	i	i	9.8	-2.4	i	1.3
Cc1cc(C)cc(OCC(=O)NC2CCCc3ccccc32)c1 (stereo not drawn)	i	i	i	i	.	i	i	7.6	-7.6	i	3.0
COc1ccc(-c2[nH]c(-c3ccc(C)cc3)nc2SCC(=O)NC2CCCC2)cc1	i	i	i	i	2.5	i	i	2.0	-9.4	i	1.8
Cc1ccc(C(=O)N(CN2CCCC2=O)c2ccccc2)cc1C	i	i	i	i	-0.8	i	i	1.2	-10.4	i	-2.4
COc1cc(/C=N\Nc2nc3ccccc3o2)cc(OC)c1OC	i	i	i	i	-7.4	i	i	-7.0	-4.9	i	0.0
CCOC(=O)c1cc2c(n(-c3ccccc3)c1=O)CC(C)(C)CC2=O	i	i	i	i	-0.8	i	i	5.8	-8.7	i	3.9
COc1cc(Br)cc(/C=C/c2ccc3cccc(O)c3n2)c1O	i	i	i	i	-1.0	i	i	2.6	-5.2	i	-2.1
CC1CN(C(=S)NC(=O)C2CCCCC2)CC(C)O1 (stereo not drawn)	i	i	i	i	-1.9	i	i	-2.2	-3.9	i	5.6
Cc1ncc(CN2CCC(C(=O)Nc3ccc(Oc4cccnc4)cc3)CC2)cn1	i	i	i	i	-2.4	i	i	-3.4	-9.1	i	-0.5
CCOC(=O)C1CCN(CC(O)COc2ccc(C(C)=O)cc2)CC1 (stereo not drawn)	i	i	i	i	-1.9	i	i	10.4	-3.4	i	1.0
O=C(CS(=O)(=O)c1cn(Cc2ccccc2Cl)c2ccccc12)N1CCOCC1	i	i	i	i	-1.5	i	i	.	-7.5	i	4.7
Cc1ccccc1CN1CCCC(C(=O)Nc2ccccc2Oc2cccnc2)C1 (stereo not drawn)	i	i	i	i	0.9	i	i	-2.7	-9.0	i	-1.1
Cc1ccccc1-n1c(=O)cc(N2CCN(C(=O)c3ccco3)CC2)[nH]c1=O	i	i	i	i	-1.1	i	i	5.2	-6.8	i	0.4
CC(C)(CN=C1NS(=O)(=O)c2ccccc21)CNC(=O)CN1C(=O)c2ccccc2C1=O	i	i	i	i	6.4	i	i	4.7	-8.5	i	4.4
CC(OC(=O)C1CCN(S(=O)(=O)c2ccccc2C(F)(F)F)CC1)C(=O)N(C)Cc1ccccc1 (stereo not drawn)	i	i	i	i	-2.6	i	i	.	-12.8	i	-4.5
Cc1ccc(C(=O)CC(=O)c2cc(Cl)ccc2O)cc1	i	i	i	i	-2.1	i	i	2.5	-1.1	30*	3.5
COC(=O)C1=C(C)N(c2ccccc2)/C(=C/c2ccco2)C1=O	i	i	i	i	1.4	i	i	-2.4	-13.2	i	4.1
Cc1nnc(C)n1/N=C/c1ccc(-c2ccccc2Cl)o1	i	i	i	i	-0.9	i	i	11.9	-6.7	i	3.0
Cc1onc(-c2c(F)cccc2Cl)c1C(=O)N(C)CCc1ccccn1	i	i	i	i	1.4	i	i	-5.4	-5.9	i	0.2
Cc1ccc(NC(=O)C(C)OC(=O)CCNS(=O)(=O)c2ccc(C)cc2)cc1 (stereo not drawn)	i	i	i	i	-3.3	i	i	11.1	-14.2	i	1.8
Cn1c(=O)c2c(ncn2CCC(=O)N/N=C/c2ccccc2)n(C)c1=O	i	i	i	i	-1.6	i	i	3.9	-4.8	i	0.7
NS(=O)(=O)c1ccc(CCNC(=O)C(=O)C2C(=O)Nc3ccccc32)cc1 (stereo not drawn)	i	i	i	i	0.7	i	i	2.0	-3.5	i	-1.6

One compound at a time, as listed above:
Cc1nnc(C)n1/N=C/c1ccc(-c2ccccc2Cl)o1 in the list: PolyA inh = i; KCNK3 block = i; KCNK9 inh = i; RGS4 pot = i; GSK3A inh = -0.9; RGS4 block = i; KCNQ1 inh = i; Dyrk1A ADPGlo = 11.9; hERG rescue = -6.7; KCNQ1 pot = i; GSK3B inh = 3.0
CCOC(=O)C1CCN(CC(O)COc2ccc(C(C)=O)cc2)CC1 (stereo not drawn) in the list: PolyA inh = i; KCNK3 block = i; KCNK9 inh = i; RGS4 pot = i; GSK3A inh = -1.9; RGS4 block = i; KCNQ1 inh = i; Dyrk1A ADPGlo = 10.4; hERG rescue = -3.4; KCNQ1 pot = i; GSK3B inh = 1.0

From PubChem BioAssay
